# DDE Tn7 FP inh – disrupts Tn7 cyclic peptide binding to fibrin D-Dimer-E complex | P02675 | FP displacement of FITC-Tn7 peptide from fibrin DD(E); 0% = median of compound wells per plate | inhibition, % at 8.3 µM | 0.13% of 370,000 active;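 active = inhibition above the mean of compounds falling within the control limits plus 3 SD of them, cut at about 14% in these data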;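 note: 0% = plate median of compound wells and 100% = 10 µM Aha-Tn7 peptide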
#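 Also added: labelled Tn7 tracer, 0.1 µM; Assay system: human fibrin DD(E) protein; Amount: 2 µM fibrin DD(E); Schedule: 10 min compound pre-incubation, 3 h probe incubation at room temperature; Repeats: one replicate per compound; Read-out basis: percent inhibition; Measured by: fluorescence polarization of the labelled Tn7 tracer.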
# ARFGAP1 inhibitor – rat ARFGAP1 inhibition. Q62848. Arfgap1-stimulated ARF1 GTP hydrolysis, GDP FP detection. inhibition, % at 16.5 µM. 0.26% of 360,000 active;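 active = inhibition above a per-plate limit, mean inhibition of low control wells plus 3 SD, cut at about 25% in these data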;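 note: 0% = DMSO wells with enzyme and 100% = wells lacking Arfgap1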
#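 Assay system: Rat Arfgap1 GAP domain (His6, aa 1-136), purified enzyme | Buffer or medium: HEPES 25 mM pH 7.5, NaCl 150 mM, MgCl2, DTT | Schedule: GTP hydrolysis reaction 2 h at 25 °C | Signal: FP of antibody-bound GDP Alexa 633 tracer, ex 620/em 688 nm | Measure: Percent inhibition of Arfgap1-stimulated GTP hydrolysis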
# SIAE inh – human SIAE inhibition, primary screen; SIAE FP-Rh probe binding, fluorescence polarization; inhibition, % at 9.66 µM; Q9HAT2; 0.69% of 370,000 active;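 active = inhibition above a cutoff: mean of compounds within the control limits plus 3 SD of those, cut at about 17% in these data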;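 note: 0% = plate median of compound wells and 100% = probe without SIAE protein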
# TDP2 absorb – blocks human TDP2 phosphodiesterase activity | recombinant TDP2, T5PNP hydrolysis, p-nitrophenol absorbance 415 nm | 0.34% of 370,000 active | inhibition, % at 12.8 µM | O95551;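 active = inhibition above the mean of all tested compounds plus 3 SD, set per campaign, cut at about 25% in these data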;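 note: 0% = DMSO with enzyme and 100% = buffer with substrate but no TDP2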
#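 Test system: Human TDP2 enzyme | Reagent: 5 mM T5PNP | Compound dosing: 12.8 µM single point, 1% DMSO | Incubation: Enzyme reaction with compound for 2 h at 37 °C | Technique: p-Nitrophenol epi absorbance | Read-out: % inhibition relative to enzyme-containing and enzyme-free wells | Benchmarks: High control without enzyme, low control DMSO plus TDP2 | Replicates: Singlicate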
# Tn6 DDE FP – disrupts Tn6 cyclic peptide binding to fibrin D-Dimer-E complex | inhibition, % at 8.3 µM | Fibrin DD(E) TRITC-Tn6 fluorescence polarization displacement | 0.21% of 370,000 active | P02675;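 active = inhibition above a per-campaign cutoff: mean of compounds within control limits plus 3 SD, cut at about 15% in these data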;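 note: 0% = median of all compound wells on the plate and 100% = blocking peptide control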
# PLCg1 inh – inhibitors of human phospholipase C gamma1. P19174. inhibition, % at 12.2 µM. purified PLC-gamma1, fluorogenic substrate, fluorescence. 0.84% of 370,000 active. AID 720700; in the data active = inhibition above about 9.5%
# Target sequence (P19174 whole entry, looked up): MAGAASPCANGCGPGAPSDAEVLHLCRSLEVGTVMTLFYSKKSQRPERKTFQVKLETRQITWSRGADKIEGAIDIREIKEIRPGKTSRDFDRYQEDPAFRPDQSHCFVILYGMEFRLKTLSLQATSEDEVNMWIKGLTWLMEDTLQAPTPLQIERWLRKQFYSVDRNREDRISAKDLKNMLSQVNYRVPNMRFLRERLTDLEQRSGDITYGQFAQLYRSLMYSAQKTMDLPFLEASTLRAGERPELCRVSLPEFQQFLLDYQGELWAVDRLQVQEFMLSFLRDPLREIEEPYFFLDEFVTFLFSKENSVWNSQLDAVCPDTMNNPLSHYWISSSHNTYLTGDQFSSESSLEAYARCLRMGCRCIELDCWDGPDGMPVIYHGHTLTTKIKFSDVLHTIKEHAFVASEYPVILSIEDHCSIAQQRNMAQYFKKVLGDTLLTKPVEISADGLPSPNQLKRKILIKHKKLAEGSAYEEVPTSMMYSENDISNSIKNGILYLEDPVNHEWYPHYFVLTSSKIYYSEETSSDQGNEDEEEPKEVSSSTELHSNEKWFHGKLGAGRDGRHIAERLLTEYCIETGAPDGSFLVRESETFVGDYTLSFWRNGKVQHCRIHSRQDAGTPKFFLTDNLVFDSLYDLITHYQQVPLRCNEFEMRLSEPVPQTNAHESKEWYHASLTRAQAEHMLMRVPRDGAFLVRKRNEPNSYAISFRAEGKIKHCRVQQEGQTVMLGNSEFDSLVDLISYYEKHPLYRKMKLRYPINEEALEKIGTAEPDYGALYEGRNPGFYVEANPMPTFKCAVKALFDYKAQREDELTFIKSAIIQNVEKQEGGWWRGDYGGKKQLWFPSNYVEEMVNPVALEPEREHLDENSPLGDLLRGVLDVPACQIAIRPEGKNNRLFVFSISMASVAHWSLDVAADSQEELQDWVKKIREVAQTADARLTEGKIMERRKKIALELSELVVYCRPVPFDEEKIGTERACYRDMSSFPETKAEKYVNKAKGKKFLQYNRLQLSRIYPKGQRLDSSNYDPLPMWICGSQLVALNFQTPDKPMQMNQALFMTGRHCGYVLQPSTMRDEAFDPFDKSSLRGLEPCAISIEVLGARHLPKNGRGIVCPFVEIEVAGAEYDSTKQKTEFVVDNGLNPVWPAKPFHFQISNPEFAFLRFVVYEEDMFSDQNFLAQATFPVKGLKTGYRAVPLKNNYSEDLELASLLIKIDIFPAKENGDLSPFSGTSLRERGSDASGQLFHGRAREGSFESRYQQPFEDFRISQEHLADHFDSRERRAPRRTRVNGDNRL
# ASAP1 inh – inhibitors of human ASAP1 ArfGAP activity; Q9ULH1; ASAP1-stimulated ARF1 GTP hydrolysis, GDP FP detection; inhibition, % at 16.5 µM; 0.19% of 360,000 active; AID 624377; in the data active = inhibition above about 25%;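 note: 0% = vehicle with enzyme and substrate and 100% = no enzyme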
# ADAM17 inh – ADAM17 inhibition, QFRET primary screen. P78536. recombinant ADAM17, EDANS/DABCYL FRET peptide cleavage. inhibition, % at 6.95 µM. 0.83% of 370,000 active;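 active = inhibition above the mean of compounds lying between control limits plus 3 SD, set per campaign, cut at about 8.5% in these data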;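 note: 0% = DMSO-only wells as the low control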
# ADAM10 inh – inhibitors of human ADAM10; AID 720582; 0.62% of 370,000 active; O14672; recombinant ADAM10, EDANS/DABCYL FRET peptide cleavage, 3 h; inhibition, % at 7 µM;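 active = inhibition above a per-campaign cutoff equal to the mean of compounds falling between control-based bounds plus 3 SD, cut at about 20% in these data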;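 note: 0% = DMSO wells while the 100% control is not disclosed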
# PLCb3 inh – blocks human PLC-beta3 enzyme activity. Q01970. Purified PLC-beta3, fluorogenic substrate, fluorescence. inhibition, % at 12.2 µM. 0.18% of 370,000 active; in the data active = inhibition above about 11%;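 note: 0% = median of compound wells on plate and 100% = full blocker control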
# * marks the source's active call; other numbers are inactive results; x = no result given.
SMILES,DDE Tn7 FP inh,ARFGAP1 inhibitor,SIAE inh,TDP2 absorb,Tn6 DDE FP,PLCg1 inh,ASAP1 inh,ADAM17 inh,ADAM10 inh,PLCb3 inh
Nc1nc(CN2CCN(Cc3ccc4c(c3)OCO4)CC2)nc(Nc2ccccc2)n1,0,3,-1,-8,1,5,-1,1,2,-1
O=C(COc1ccc([N+](=O)[O-])cc1)N(Cc1ccccc1)Cc1ccccc1,-4,1,-1,1,-4,0,10,2,5,-2
Cc1onc(-c2ccccc2Cl)c1C(=O)N1CCCc2ccccc21,5,-1,-2,2,-1,1,-7,-2,3,3
Cc1c(CCC(=O)NCCC(=O)O)c(=O)oc2c(C)c3oc4c(c3cc12)CCCC4,-6,-3,-3,8,6,-212,12,-45,-99,-288
Cc1noc(/C=C/N(C)C)c1S(=O)(=O)N1CCCC(C(=O)NCc2ccccc2Cl)C1 (stereo not drawn),-3,-19,-10,7,7,-21,-7,3,2,-32
CC1(C(=O)N2CCC(Oc3cccnc3)CC2)CC1,-6,x,-1,-5,-2,5,x,-2,2,3
COc1ccc(S(=O)(=O)c2nnn(-c3ccccc3Cl)c2N)cc1,-1,4,3,4,-8,1,9,-2,-7,2
Cn1nc(C(F)(F)F)c(C#N)c1N1CCN(c2ccccn2)CC1,-3,0,-2,4,-7,-4,1,-7,-19,-3
O=C(NNC(=S)NC(=O)c1cccc([N+](=O)[O-])c1)c1ccc(O)cc1,-8,-2,-1,-14,3,5,1,0,-8,-6
CCOC(=O)c1c2n(c3ccc(OC(C)=O)cc13)CCC2,2,0,2,6,4,1,-1,3,-1,1
CC(C)C(=O)Nc1ccc(-c2nc3ccccc3c(=O)o2)cc1,0,13,-5,-9,1,-1,2,-3,-9,-5
CCC(=O)Nc1cccc(C(=O)OCC(=O)c2ccccc2Cl)c1,4,6,0,0,-1,5,3,-4,-4,-2
NNC(=O)C1CC1c1ccc(Cl)cc1 (stereo not drawn),4,0,9,-3,11,-2,9,-1,2,-1
CC1CCN(C(=O)Cn2cnc3c2c(=O)n(C)c(=O)n3C)c2ccccc2S1 (stereo not drawn),-7,12,-4,4,-4,3,2,0,4,3
CSc1cccc(NC(=O)c2ccco2)c1,12,0,0,-9,4,2,-11,-3,-5,1
CCOC(=O)c1[nH]c2c(c1C)C(=O)CC(c1ccco1)C2 (stereo not drawn),4,-5,3,2,-2,-7,-4,0,-16,-11
CCC(C)C(NC(C)=O)C(=O)NC(=O)NC(c1ccccc1)c1ccccc1 (stereo not drawn),-5,7,0,5,4,2,-7,-1,8,-1
COc1ccc(S(=O)(=O)N(CC(C)C)CC(C)C)c2cccnc12,2,0,1,-1,-7,0,-5,0,-8,4
CC(C)COC(=O)CCNc1n[nH]c(=O)[nH]c1=O,-4,-9,6,0,-1,8,-12,1,3,6
CCCCn1nc(C(=O)NCc2ccccc2CN2CCCC2)c2ccccc2c1=O,1,-10,8,-3,-4,2,-4,-1,-8,-4
O=C(Cc1ccc(Br)cc1)N1CCN(c2ccccn2)CC1,3,-11,9,8,5,0,0,-2,-13,-1
COCCN(C(=O)/C=C/c1ccccc1)c1nnc(-c2cccnc2)s1,-11,-4,-1,3,-5,1,7,-3,-4,-9
CNC(=S)N1N=C(c2ccc(Br)cc2)CC1c1ccc(N(C)C)cc1 (stereo not drawn),-2,-5,4,7,1,-6,-9,4,17,0
COc1ccccc1C(c1nnnn1CCc1ccccc1)N1CCN(c2ccccc2)CC1 (stereo not drawn),9,-11,2,2,7,4,-7,-4,-1,2
CNC(=O)c1cc(C(=O)c2ccccc2C(F)(F)F)c[nH]1,1,4,-4,-6,-8,2,-1,-2,-1,-2
CCOc1ccc(S(=O)(=O)Nc2nc3ccccc3nc2Cl)cc1,-4,14,1,3,-3,-13,-6,-9,-39,-39
O=C(CSc1nc(=O)n2cc(Cl)ccc2n1)NCCc1ccccc1,3,-1,-1,3,6,-12,-7,-9,-29,-13
O=C(Nc1ccc(Cl)cc1)N1CCN(C(=O)C2CCCO2)CC1 (stereo not drawn),-2,14,-8,-3,0,1,1,5,-11,-4
O=C(Cn1nc(-c2ccc(Cl)cc2)c2ccccc2c1=O)Nc1cccnc1,0,13,-7,4,-1,1,-4,-1,8,0
O=C(Nc1ccc2c(c1)OCO2)c1sc2cc(Cl)ccc2c1Cl,7,2,9,13,-3,0,0,3,9,1
CC(C)CCN(C(=O)CNC(=O)c1cccs1)C(C(=O)NC1CCCC1)c1ccncc1 (stereo not drawn),4,20,-13,-11,6,2,-10,-2,3,2
CCOc1ccc(C(=S)N2CCOCC2)cc1OCC,-8,3,6,-6,-4,5,8,4,-11,6
Cc1ccsc1/C=N/N1CCN(C2c3ccccc3-c3ccccc32)CC1,-8,-1,-1,-6,-5,9,-5,3,10,3
O=C(C1CCN(S(=O)(=O)c2cccc3cccnc23)CC1)N1CCN(c2ccc(Cl)cc2)CC1,-5,6,-4,-1,1,2,8,-2,2,4
CCN(CC)S(=O)(=O)c1cccc(-c2n[nH]c(=S)n2/N=C/c2ccc(OC)cc2)c1,8,7,-2,4,2,-3,-6,5,13,-3
COC(=O)C1=CO[C@@H](O[C@@H]2O[C@H](CO)[C@@H](O)[C@H](O)[C@H]2O)[C@H]2[C@@H]1C(=O)C[C@@H]2C,-5,0,0,-1,-2,0,6,-3,-1,2
CC(C)[C@H](NC(=O)NCc1ccc(Cl)cc1)C(=O)O,-2,-2,-4,-7,1,0,-5,3,8,2
COc1ccc(NC(=O)CCN(c2ccc(OC)cc2)S(=O)(=O)c2ccc(C)c(C)c2)cc1,0,-10,5,-2,1,-3,2,6,8,-7
CCOC(=O)Nc1cc(OC)cc2ccc(C)nc12,6,-6,8,6,1,-4,2,-3,-6,-1
COc1ccc([C@@H]2C[C@@H](c3ccccc3)Oc3cc(OC)cc(OC)c32)cc1,6,2,-3,-2,2,2,1,-2,5,1
O=C(CCN1C(=O)/C(=C/c2ccccc2F)SC1=S)Nc1cccnc1,-2,-4,6,5,-11,2,12,-1,0,-8
CCc1cc2ccc(C)c(C)c2nc1SCC(=O)NNC(=O)c1ccco1,6,11,-9,-7,5,-10,5,2,-1,-6
CC1(C)CCC[C@@]2(C)CC=C(C(=O)O)[C@@H]3C[C@]312,7,-1,0,14,5,2,8,-1,-13,2
COc1ccccc1CCn1cnc(-c2cccc(F)c2)c1C(C)C,-3,2,0,-3,4,0,-6,0,2,-2
CCOC(=O)c1ccc(NC(=O)CN2CCN(C(=O)C3CCCO3)CC2)cc1 (stereo not drawn),0,-2,0,1,-1,-1,8,-5,8,-7

# The final 5 compounds of the section before lead into the next.
SMILES,DDE Tn7 FP inh,ARFGAP1 inhibitor,SIAE inh,TDP2 absorb,Tn6 DDE FP,PLCg1 inh,ASAP1 inh,ADAM17 inh,ADAM10 inh,PLCb3 inh
O=C(CCN1C(=O)/C(=C/c2ccccc2F)SC1=S)Nc1cccnc1,-2,-4,6,5,-11,2,12,-1,0,-8
CCc1cc2ccc(C)c(C)c2nc1SCC(=O)NNC(=O)c1ccco1,6,11,-9,-7,5,-10,5,2,-1,-6
CC1(C)CCC[C@@]2(C)CC=C(C(=O)O)[C@@H]3C[C@]312,7,-1,0,14,5,2,8,-1,-13,2
COc1ccccc1CCn1cnc(-c2cccc(F)c2)c1C(C)C,-3,2,0,-3,4,0,-6,0,2,-2
CCOC(=O)c1ccc(NC(=O)CN2CCN(C(=O)C3CCCO3)CC2)cc1 (stereo not drawn),0,-2,0,1,-1,-1,8,-5,8,-7
COc1ccccc1Nc1ncnc2ccccc12,2,-12,-2,-3,2,-8,-14,-3,-10,-11
CC1=C(C(=O)OC(C)C)C(c2ccsc2)NC(=O)N1C (stereo not drawn),4,-2,1,2,-1,0,-2,-6,4,3
Cc1ccc(S(=O)(=O)N(C)CC(=O)N2CCc3ccccc32)cc1,3,-4,-6,7,8,-2,-6,-5,-1,-3
COc1ccc([N+](=O)[O-])cc1N(CC(O)CN(CC(C)C)CC(C)C)S(=O)(=O)c1ccc(C)cc1 (stereo not drawn),7,-3,1,6,2,3,-15,2,0,-5
Cc1ccn2c(CNCCCn3cccn3)c(C(=O)N3CCCCCC3)nc2c1,4,11,9,-1,8,1,-10,-5,-4,0
CCOC(=O)Cc1csc(NC(=O)CSc2nc(C)cc(C)n2)n1,-1,13,3,1,-1,3,-11,-2,-13,-3
Cc1ccccc1NC(=O)/C(=C/c1cccs1)NC(=O)c1ccco1,-2,-5,7,4,4,4,-8,-3,-5,3
Fc1ccc(-c2cc3nc4c(c(N5CCOCC5)n3n2)CCCC4)cc1,2,-9,8,-6,3,-25,4,-8,-7,-30
COC(=O)c1cc(S(=O)(=O)NCc2ccc(Br)cc2)c[nH]1,-4,0,6,4,-5,-1,-12,-2,2,-4
Cc1ccc(NC(=O)CNC(=O)c2ccco2)c(Cl)c1,-7,4,-2,5,-3,1,0,-4,-10,0
CC(C)Sc1nc2c(c(=O)[nH]c(=O)n2C)n1Cc1ccccc1,4,-5,5,-3,2,-6,-6,-4,-4,-4
COC(=O)C1CCN(c2ccc([N+](=O)[O-])cc2)CC1,2,9,-8,-17,1,4,-4,10*,4,-2
Nc1nonc1C(=O)NCCNC(=O)c1ccccc1F,-3,-4,0,6,-5,-1,-1,-6,5,-1
O=C(CCCC(=O)c1ccccc1)NCCc1ccccc1F,-2,9,-6,-15,-7,9,-12,-6,-7,-5
CN(C)C(=O)c1cc(C(=O)Cc2ccccc2)c[nH]1,-3,-2,-5,-4,3,-2,-13,-5,-5,-5
CC(=O)Nc1ccc(NCc2ccc(-c3ccccc3)cc2)cc1,0,4,0,-6,-5,0,0,-5,-4,-4
O=C(c1cc(C2CC2)nn1-c1ccccc1)N1CCN(c2ncc(C(F)(F)F)cc2Cl)CC1,3,-5,-2,2,8,-1,-8,1,2,-9
CC(C)NC(=O)C1Cc2c(-c3ccc4c(c3)OCO4)ccnc2O1 (stereo not drawn),-7,5,5,-3,-1,-9,12,-20,-88,-9
CCC1CCCCN1C(=O)COC(=O)c1cc(=O)[nH]c2ccccc12 (stereo not drawn),2,-2,7,0,3,-151,-9,-55,-153,-183
CCc1ccc(C2N3CC4([N+](=O)[O-])CN2CC([N+](=O)[O-])(C3)C4(C)C)cc1 (stereo not drawn),9,7,-2,-5,-3,-1,-3,-2,-10,-3
Nn1nnc2ccccc21,0,-3,-4,-16,-2,7,9,-4,2,4

# Screening results as filed in PubChem BioAssay.

# Outcome played no part in choosing rows; any-hit rate near 3.6%.
